Exocytosis inh – lytic granule exocytosis inhibition | inhibition, % at 10 µM | TALL-104 LAMP-1 surface exposure, flow cytometry; cells stimulated with thapsigargin and PMA | 0.66% of 360,000 active;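 active means inhibition above about 55%, limit read from the data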
NOD2 RIPK2 PPI – blocks binding of human NOD2 to RIPK2; inhibition, % at 4.98 µM; AID 624267; 0.38% of 360,000 active; O43353; CHO BLA complementation NOD2-RIPK2, CCF4 ratio; in the data active means inhibition above about 21%;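 further: 0% = vehicle only and 100% = reference blocker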
TWEAK Fn14 block – inhibitors of TWEAK-Fn14 interaction signaling; TWEAK-stimulated Fn14 reporter cells, luciferase luminescence, 8 h; inhibition, % at 10 µM; 2% of 360,000 active; AID 1159606; in the data active means inhibition above about 50%
SRC2 inh – human SRC2 (NCOA2) inhibition | Q15596 | HEK293 GAL4-SRC2 luciferase reporter, luminescence | inhibition, % at 9 µM | AID 651957 | 0.17% of 370,000 active;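 active means inhibition above the mean inhibition of all tested compounds plus 3 SD, set per campaign, cut at about 52% in these data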;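 further: 0% = DMSO treated cells and 100% = cells given Gossypol at 36 µM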
SRC3 inh – inhibitors of human steroid receptor coactivator 3 (SRC3). Q9Y6Q9. HEK293 GAL4-SRC3 luciferase reporter, luminescence. inhibition, % at 3.6 µM. 0.17% of 360,000 active. AID 588352;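 active means inhibition above a per-campaign cutoff, the mean of all compounds plus 3 SD, cut at about 60% in these data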;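 further: 0% = DMSO-treated cells and 100% = gossypol-treated cells at 36 µM; higher means less SRC3-driven luciferase light from the GAL4 reporter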
TROY signal inh – inhibitors of TROY-dependent NF-kB signaling. AID 1347056. Q293 LMP1-TROYcd NF-kB luciferase reporter, 4 h. inhibition, % at 10 µM. 0.98% of 360,000 active;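 active means compounds whose plate-normalised and pattern-corrected inhibition of the luciferase reporter signal at the single screening dose is 50% or more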
NCOA1 inh – inhibits human SRC1 coactivator; inhibition, % at 3.6 µM; HEK293 GAL4-SRC1 luciferase reporter, luminescence; Q15788; 0.12% of 360,000 active; AID 588354;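 active means inhibition above the campaign mean plus 3 SD, with each screening campaign given its own cutoff, cut at about 60% in these data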;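 further: 0% = DMSO treated cells and 100% = gossypol at 36 µM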
ABHD5-PLIN5 inh – inhibitors of human ABHD5-perilipin-5 interaction; Q00G26+Q8WTS1; Split G. princeps luciferase complementation, luminescence, 4 h; inhibition, % at 4 µM; 0.78% of 360,000 active;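 active means inhibition above the mean inhibition across every tested compound plus 3 SD, cut at about 22% in these data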;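 further: 0% = DMSO only wells and the 100% control is not disclosed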
COUP-TFII inh – blocks human COUP-TFII nuclear receptor | P24468 | HEK293T NGFI-A luciferase reporter, luminescence | inhibition, % at 8.6 µM | 0.7% of 370,000 active | AID 686940;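 active means inhibition above a per-plate cutoff, mean inhibition of test wells between control levels plus 3 SD, cut at about 38% in these data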;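 further: cells cotransfected with COUP-TFII expression vector driving the NGFI-A reporter; 0% = median of COUP-TF2 test wells and 100% = reporter-only cells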
LRH-1 inv ag – inverse agonists of human LRH-1 (NR5A2); HEK293T StAR-luciferase reporter, LRH-1 transfected, 24 h; 0.13% of 360,000 active; inhibition, % at 3.6 µM; O00482;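 active means inhibition above the mean inhibition of all tested compounds plus 3 SD, cut at about 73% in these data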;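 further: 0% = DMSO wells and 100% = reporter-only cells lacking LRH-1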
TLR9-MyD88 block – TLR9-MyD88 interaction inhibition; Q9NR96+Q99836; CHO BLA complementation TLR9-MyD88, CCF4 FRET ratio; inhibition, % at 4.98 µM; 0.21% of 340,000 active;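 active means inhibition above the mean over all tested compounds plus 3 SD, cut at about 21% in these data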;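 further: 0% = DMSO only wells and 100% = clavulanate BLA inhibitor control wells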
Target sequence (Q99836 whole entry, looked up): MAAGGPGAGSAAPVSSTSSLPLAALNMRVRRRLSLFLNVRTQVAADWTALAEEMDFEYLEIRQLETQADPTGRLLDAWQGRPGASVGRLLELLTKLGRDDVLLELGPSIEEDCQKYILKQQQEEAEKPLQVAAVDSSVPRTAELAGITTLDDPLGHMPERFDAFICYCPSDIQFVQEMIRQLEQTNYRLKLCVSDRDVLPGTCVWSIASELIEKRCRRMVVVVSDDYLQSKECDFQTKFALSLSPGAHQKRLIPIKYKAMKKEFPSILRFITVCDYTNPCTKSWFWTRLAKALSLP
Target sequence (Q9NR96 whole entry, looked up): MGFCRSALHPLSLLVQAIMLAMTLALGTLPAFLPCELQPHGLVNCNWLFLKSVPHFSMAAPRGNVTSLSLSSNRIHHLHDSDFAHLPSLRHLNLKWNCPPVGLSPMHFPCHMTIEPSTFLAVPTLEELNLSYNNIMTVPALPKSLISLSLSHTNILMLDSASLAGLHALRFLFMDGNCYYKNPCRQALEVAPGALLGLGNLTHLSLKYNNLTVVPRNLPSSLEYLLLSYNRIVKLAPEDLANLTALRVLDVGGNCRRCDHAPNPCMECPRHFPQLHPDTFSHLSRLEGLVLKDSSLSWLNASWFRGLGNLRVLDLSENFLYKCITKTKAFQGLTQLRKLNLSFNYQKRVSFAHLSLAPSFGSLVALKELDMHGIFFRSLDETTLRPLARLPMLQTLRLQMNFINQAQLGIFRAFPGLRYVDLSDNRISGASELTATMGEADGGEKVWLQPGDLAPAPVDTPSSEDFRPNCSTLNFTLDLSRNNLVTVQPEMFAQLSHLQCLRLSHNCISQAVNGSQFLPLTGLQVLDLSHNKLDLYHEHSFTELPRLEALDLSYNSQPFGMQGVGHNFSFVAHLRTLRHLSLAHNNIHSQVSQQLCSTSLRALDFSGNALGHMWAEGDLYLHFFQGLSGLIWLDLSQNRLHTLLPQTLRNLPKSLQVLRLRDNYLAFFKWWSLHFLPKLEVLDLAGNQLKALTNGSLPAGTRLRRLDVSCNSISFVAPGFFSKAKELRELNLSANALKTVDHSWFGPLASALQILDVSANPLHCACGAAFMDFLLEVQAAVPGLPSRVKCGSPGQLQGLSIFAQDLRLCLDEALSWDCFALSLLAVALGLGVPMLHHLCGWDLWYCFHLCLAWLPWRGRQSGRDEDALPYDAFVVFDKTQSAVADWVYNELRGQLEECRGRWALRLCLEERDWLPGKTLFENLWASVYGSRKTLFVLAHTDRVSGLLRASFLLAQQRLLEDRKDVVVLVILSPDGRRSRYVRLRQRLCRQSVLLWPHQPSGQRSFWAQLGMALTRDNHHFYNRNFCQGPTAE
An asterisk follows results filed as active; · = no result given.

cpd	Compound	Exocytosis inh	NOD2 RIPK2 PPI	TWEAK Fn14 block	SRC2 inh	SRC3 inh	TROY signal inh
1	O=C(/C=C/c1cccs1)N1CCC2(CC1)Oc1ccc(Cl)cc1C(=O)C21CC(c2ccccc2)=NO1 (stereo unspecified)	-2	-7	0	2	-5	-16
2	COc1ccc(-c2nc(SCC(=O)Nc3nccs3)c(-c3ccc(Cl)cc3)[nH]2)cc1	-3	2	4	-11	-34	10
3	O=C(NNC(=O)c1c(O)c2ccccc2[nH]c1=O)c1ccccc1	10	-4	13	-19	8	-9
4	Cc1cc(C)n2nc(C(=O)NNC(=O)c3ccccc3)nc2n1	-8	-8	-5	5	-14	1
5	O=C(COC(=O)CCC1CCCC1)Nc1ccc(F)cc1Cl	2	-10	-13	-6	-3	-12
6	CCN1CCN(CC(=O)Nc2ccc3c(c2)OCCO3)C(=O)C1=O	0	2	-15	17	-6	1
7	COC(=O)C1(C(=O)OC)Cc2ccccc2N(S(=O)(=O)c2ccc(C)cc2)C1CC(C)=O (stereo unspecified)	-5	-7	·	4	·	·
8	CSCCC(NC(=O)c1ccccc1Cl)C(=O)NCCc1ccccn1 (stereo unspecified)	13	-12	4	-3	-17	-7
9	CO[C@@]1(NC(=O)C2SC(=C(C(N)=O)C(=O)O)S2)C(=O)N2C(C(=O)O)=C(CSc3nnnn3C)CS[C@@H]21 (stereo partly specified)	13	-20	5	8	24	7
10	COCC(C)NC(=O)c1ccc2nc(-c3ccccc3)c(-c3ccccc3)nc2c1 (stereo unspecified)	-11	8	1	20	9	8
11	O=C(Cc1ccccc1)CC1(O)C(=O)Nc2ccccc21 (stereo unspecified)	-4	-1	13	-16	3	10
12	CCNC(=S)N1CCN(CC)CC1	-3	-4	-10	6	12	-12

cpd	NCOA1 inh	ABHD5-PLIN5 inh	COUP-TFII inh	LRH-1 inv ag	TLR9-MyD88 block
1	6	-6	4	-5	4
2	-2	-2	-17	-23	-4
3	1	1	19	2	-8
4	-18	0	7	7	3
5	-10	1	-3	14	-13
6	2	6	16	11	8
7	·	3	-12	7	·
8	3	1	-6	18	-4
9	-1	3	2	4	6
10	7	6	9	1	-8
11	-3	-2	7	24	5
12	8	4	-4	16	3

Among those listed so far, 4 have a halogen.
cpd	Compound	Exocytosis inh	NOD2 RIPK2 PPI	TWEAK Fn14 block	SRC2 inh	SRC3 inh	TROY signal inh
1	O=C(/C=C/c1cccs1)N1CCC2(CC1)Oc1ccc(Cl)cc1C(=O)C21CC(c2ccccc2)=NO1 (stereo unspecified)	-2	-7	0	2	-5	-16
2	COc1ccc(-c2nc(SCC(=O)Nc3nccs3)c(-c3ccc(Cl)cc3)[nH]2)cc1	-3	2	4	-11	-34	10
5	O=C(COC(=O)CCC1CCCC1)Nc1ccc(F)cc1Cl	2	-10	-13	-6	-3	-12
8	CSCCC(NC(=O)c1ccccc1Cl)C(=O)NCCc1ccccn1 (stereo unspecified)	13	-12	4	-3	-17	-7

cpd	NCOA1 inh	ABHD5-PLIN5 inh	COUP-TFII inh	LRH-1 inv ag	TLR9-MyD88 block
1	6	-6	4	-5	4
2	-2	-2	-17	-23	-4
5	-10	1	-3	14	-13
8	3	1	-6	18	-4

Next section:
cpd	Compound	Exocytosis inh	NOD2 RIPK2 PPI	TWEAK Fn14 block	SRC2 inh	SRC3 inh	TROY signal inh
13	Cc1cc(O)c(N=Cc2cc3c(cc2[N+](=O)[O-])OCO3)cc1C	2	7	0	-48	-47	-56
14	Cc1cccc(C)c1NC(=O)CN(C)C(=O)c1ccccc1C(=O)N(C)Cc1ccccc1	-9	-7	4	-37	4	-10
15	COc1ccc(CN2[C@@H](CC(C)=O)c3ccc(/C=C/C(C)=O)cc3S2(=O)=O)cc1	4	1	23	16	13	10
16	O=[N+]([O-])c1cc(/C=N/O)ccc1N1CCCC1	-2	7	9	28	-3	-9
17	CC(=O)NC(Cc1ccc(F)cc1)C(=O)O (stereo unspecified)	-3	-5	0	-2	2	-13
18	O=C(NCC(=O)N(c1cnc2ccccc2c1)C(C(=O)NC1CCCC1)c1ccncc1)c1ccco1 (stereo unspecified)	-2	-2	-14	15	0	4
19	COc1cccc(-c2sc3ccc(OC)cc3c2-c2cc(F)cc(OC)c2)c1	2	0	18	19	2	-1
20	Cc1ccsc1CN(C)CC(=O)Nc1ccccc1C(=O)NC1CC1	-20	0	8	-9	-5	5
21	Oc1ccc(C[C@@H]2CNCCN2CCC23CC4CC(CC(C4)C2)C3)cc1	15	4	-2	2	-9	12
22	CC(C)C[C@H]1CNC(=S)N1C[C@H]1CCCN1C[C@H](Cc1ccc(O)cc1)N1C[C@H](Cc2ccccc2)N(CC2CCCCC2)C1=S	11	-1	12	-31	27	7
23	COc1ccc(F)c(C2C(C#N)=C(N)Oc3n[nH]c(C(C)(C)C)c32)c1 (stereo unspecified)	-2	-1	18	8	0	10
24	COCC#Cc1ccc2c(c1)O[C@@H](CN(C)C(=O)Nc1ccc(OC)cc1)[C@H](C)CN([C@H](C)CO)S2(=O)=O	0	0	13	11	14	-3

cpd	NCOA1 inh	ABHD5-PLIN5 inh	COUP-TFII inh	LRH-1 inv ag	TLR9-MyD88 block
13	-46	10	-18	-55	-13
14	10	3	4	5	-8
15	-5	35*	8	7	-3
16	3	3	7	9	-6
17	-16	0	6	1	-2
18	-8	-1	3	3	-7
19	0	-5	9	11	-8
20	-5	0	15	6	-3
21	-22	13	-7	20	0
22	13	8	8	13	·
23	2	1	-10	-12	1
24	-9	0	14	-16	-13

The results go on:
cpd	Compound	Exocytosis inh	NOD2 RIPK2 PPI	TWEAK Fn14 block	SRC2 inh	SRC3 inh	TROY signal inh
25	Nc1sc(-c2ccccc2)cc1C(=O)NCCc1c[nH]c2ccccc12	25	-9	·	7	·	·
26	O=C(NNC(=O)c1ccc(Cl)c([N+](=O)[O-])c1)c1ccncc1	4	-14	-7	1	-14	19
27	NS(=O)(=O)c1ccc(CCNC(=O)Cc2ccc(S(=O)(=O)N3CCOCC3)s2)cc1	-9	1	6	-2	-8	23
28	COc1ccc(-n2c(SCC(=O)Nc3ccccc3C)nc(O)c(Cc3ccccc3)c2=O)cc1	-3	-14	4	-9	6	-2
29	COc1ccc2cc3c(N)nn(C(=O)c4ccc(F)cc4)c3nc2c1	-1	-3	55*	31	49	38
30	CC(C)=Nc1ccccc1C1COC(=O)C1=N (stereo unspecified)	-2	-1	-2	-9	9	-2
31	COc1ccc(-c2ccc3c(c2)S(=O)(=O)c2cccc(C(=O)N4CCN(c5ccc(Cl)cn5)CC4)c2C3=O)cc1OC	-6	-7	33	-19	-10	20
32	O=C(NC(=S)N1CCOCC1)c1cc2ccccc2o1	6	-3	11	-32	-18	-23
33	O=C(Cc1ccc(Cl)cc1)NCC(=O)N1CCC2(CC1)NCCc1[nH]cnc12	12	-4	-16	6	23	-9
34	O=C(CN1C(=O)COc2ccc(Cl)cc21)NC1CC1	-3	-10	8	-7	10	-8
35	CCOC(=O)c1cc(CC)sc1NC(=O)COC(=O)c1ccccn1	-6	-6	-1	-14	-1	-1
36	O=C(O)CCC(=O)N1CCN(c2cccc(Cl)c2)CC1	2	0	12	-11	-12	15

cpd	NCOA1 inh	ABHD5-PLIN5 inh	COUP-TFII inh	LRH-1 inv ag	TLR9-MyD88 block
25	·	9	21	22	·
26	15	-1	-12	5	-3
27	4	-5	-9	-15	-1
28	4	-6	3	15	-5
29	60	9	34	20	-6
30	-1	-7	-29	10	-11
31	-21	3	2	18	-6
32	-21	-1	-2	-9	-4
33	-15	17	3	0	2
34	-1	9	-12	-2	-5
35	1	-4	4	-2	-7
36	8	-2	9	0	-2

Full records, looked up by structure. Order of screens: Exocytosis inh | NOD2 RIPK2 PPI | TWEAK Fn14 block | SRC2 inh | SRC3 inh | TROY signal inh | NCOA1 inh | ABHD5-PLIN5 inh | COUP-TFII inh | LRH-1 inv ag | TLR9-MyD88 block
O=C(NNC(=O)c1ccc(Cl)c([N+](=O)[O-])c1)c1ccncc1 reads 4 | -14 | -7 | 1 | -14 | 19 | 15 | -1 | -12 | 5 | -3
CCOC(=O)c1cc(CC)sc1NC(=O)COC(=O)c1ccccn1 reads -6 | -6 | -1 | -14 | -1 | -1 | 1 | -4 | 4 | -2 | -7

Following part
cpd	Compound	Exocytosis inh	NOD2 RIPK2 PPI	TWEAK Fn14 block	SRC2 inh	SRC3 inh	TROY signal inh
37	COc1ccc(CN2CCCC(C(=O)N3CCCC3)C2)c(OC)c1OC (stereo unspecified)	-2	10	-3	-20	-10	6
38	CCOC(=O)c1c(CC(C)C)csc1NC(=O)CCl	-1	-6	2	29	-3	-3
39	CC(C)C(=O)NCc1cc(-c2ccc(Cl)cc2)no1	0	1	5	-22	-9	-3
40	O=C(C1CCCN(S(=O)(=O)c2ccc(F)cc2)C1)N1CCCC1 (stereo unspecified)	1	5	15	-7	-4	·
41	O=C(NCc1ccncc1)c1ccc(NS(=O)(=O)c2ccc(F)cc2)cc1	-3	2	9	10	3	-2
42	CCc1cc2c(-c3ccccc3)cc(=O)oc2cc1OCC(C)=O	32	5	-6	-1	-3	-28
43	Cc1ccc(P(=O)(CC(=O)O)c2ccc(C)cc2)cc1	8	-8	12	0	11	6
44	C=Cn1cc[n+](CC(=O)C(C)(C)C)c1	-4	-4	-14	2	3	-7
45	CSc1ccccc1C(=O)OCC(=O)N1CCN(C(C)=O)CC1	-5	-23	-7	-7	0	-10
46	COc1cccc(CNC(=O)C23CN(Cc4ccccc4)CC2C(c2ccc([N+](=O)[O-])cc2)=NO3)c1 (stereo unspecified)	5	-6	-9	20	-2	-8

cpd	NCOA1 inh	ABHD5-PLIN5 inh	COUP-TFII inh	LRH-1 inv ag	TLR9-MyD88 block
37	-19	5	-11	13	·
38	-18	-1	20	-8	-2
39	0	0	8	1	-2
40	-12	-3	-5	8	-6
41	-11	-1	15	16	-12
42	-9	3	12	-4	5
43	-28	-4	3	17	-2
44	7	-7	3	-7	-4
45	-2	2	5	-7	-3
46	4	1	-6	19	3

Only part of the results is shown; count on the stated rates, not on these rows.
